Gal4-VP16 FLuc: VP16 counterscreen qHTS for inhibitors of ROR gamma transcriptional activity | Drosophila S2 Gal4-VP16 UAS-luciferase, luminescence, 20 h | Potency, µM (top dose mostly 53.6 µM), inactives show top-dose activity, negative = inhibition, actives largely listed as inhibitors | 3.5% of 310,000 active | AID 2546, 2010;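 further: Gal4-VP16 expression switched on by copper sulfate through the metallothionein promoter; potency means the concentration at half of the fitted maximal effect; on the % scale 0 is the no-effect control and ±100 the full control effect; nearly all actives have a fitted effect of over 50% in size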
FBPA coupling cs: qHTS Assay for Inhibitors of Fructose-1,6-bisphosphate Aldolase from Giardia Lamblia: Coupling assay counterscreen; coupling enzyme system counterscreen, AmpLite Red fluorescence; activity change, negative = inhibition, % at 58.2 µM, hits read low; 0.67% of 290,000 active; AID 2472, 2010; in the data active means activity change below about -30%; further: on the % scale 0 is the no-effect control and ±100 the full control effect
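Counterscreen of the coupled detection system alone, without aldolase: glyceraldehyde-3-phosphate coupling enzymes plus AmpLite Red readout. Compounds at 57.5 uM final, 10 min RT preincubation, 20 min RT reaction, fluorescence 525/598 nm.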
Tb PFK block: qHTS Assay to Find Inhibitors of T. brucei phosphofructokinase. ATP-dependent 6-phosphofructokinase (Trypanosoma brucei brucei), O15648. T. brucei PFK, ADP-Glo luminescence. Potency, µM (top dose mostly 57.5 µM), without a hit: at the top dose activity, negative = inhibition, usual class: inhibitors. 0.17% of 330,000 active. AID 485367, 2010;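 further: potency means the concentration at half of the fitted maximal effect; 0% = uninhibited 1x PFK enzyme wells and -100% = no-enzyme wells; nearly all actives have a fitted effect of over 60% in size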
Target sequence (O15648 whole entry, looked up): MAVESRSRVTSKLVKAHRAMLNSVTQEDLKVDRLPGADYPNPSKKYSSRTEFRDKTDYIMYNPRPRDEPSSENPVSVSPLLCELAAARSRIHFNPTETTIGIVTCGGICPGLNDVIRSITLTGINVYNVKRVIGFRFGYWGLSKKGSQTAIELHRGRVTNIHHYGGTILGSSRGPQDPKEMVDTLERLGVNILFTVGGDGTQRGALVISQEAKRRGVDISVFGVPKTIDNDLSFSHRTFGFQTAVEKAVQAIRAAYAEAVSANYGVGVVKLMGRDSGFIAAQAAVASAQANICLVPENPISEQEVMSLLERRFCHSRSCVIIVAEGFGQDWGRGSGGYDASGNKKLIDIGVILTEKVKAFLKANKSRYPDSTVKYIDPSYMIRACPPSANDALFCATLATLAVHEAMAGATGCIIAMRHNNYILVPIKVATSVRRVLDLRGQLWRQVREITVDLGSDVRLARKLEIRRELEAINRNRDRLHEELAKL
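Compounds were pin-transferred as a titration series up to 57 uM into substrate buffer (0.5 mM F6P, 0.1 mM ATP, pH 8.0), then 1.25 nM PFK was added and reactions ran 45 min before ADP-Glo detection.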
Rab9 prom act: qHTS Assay for Rab9 Promoter Activators | Huh7 Rab9 promoter-luciferase reporter, luminescence, 24 h | Potency, µM (series often up to 9.22 µM), without a hit: at the highest dose activation, negative = inhibition, usual class: activators | 2.8% of 320,000 active; further: potency means the concentration at half of the fitted maximal effect; % of control where 0% means no effect; nearly all actives have a fitted effect of over 60% in size
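Quantitative HTS format; Huh7 Rab9-luciferase reporter cells (1500/well) receive compound 2 h post-plating, incubate 24 h at 37 °C, then get luciferase reagent for 10 min before luminescence reading.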
ELG1 genotoxic: qHTS screen for small molecules that induce genotoxicity in human embryonic kidney (HEK293T) cells expressing luciferase-tagged ELG1 | HEK293T ELG1-luciferase reporter, luminescence, 16 h | Potency, µM (highest dose often 46 µM), for the others: at the highest dose activity change, positive = activation, usual class: activators | 1.3% of 330,000 active; further: potency means the concentration at half of the fitted maximal effect; % of control where 0% means no effect; nearly all actives have a fitted effect of over 60% in size
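Luminescence read-out: rising ELG1-luciferase signal, reflecting elevated ELG1 protein under genetic stress, flags genotoxic compounds. Cells were treated for 16 hr at 37 °C before ONE-Glo detection.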
KCNH2 3.1 block: qHTS for Inhibitors of KCHN2 3.1: Mutant qHTS. Potassium voltage-gated channel subfamily H member 2, brain isoform KCNH2 3.1 (human). 0.95% of 340,000 active. U2OS KCNH2 3.1, thallium flux FluxOr; hits give low values. activity change, % (tested at about 1.8 µM);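 active means maximum activity change below -70%; inconclusive means maximum activity change from -70% to -50%; inactive means maximum activity change above -50%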;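 further: thallium influx rate constant from kinetic fluorescence after stimulation buffer; on the % scale 0 is the no-effect control and ±100 the full control effect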
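Measured as rate of thallium-driven FluxOr signal in transduced U2OS cells carrying the 3.1 channel, read kinetically for 2 min upon stimulation; values are rate constants scaled to DMSO control wells.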
Giardia kill: Small Molecules that selectively kill Giardia lamblia: qHTS; 0.15% of 340,000 active; activity change, % at 7.66 µM, hits read low; AID 540267, 2011; Giardia lamblia trophozoite viability; in the data active means activity change below about -80%; inconclusive means between about -30% and that limit;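 further: parasites exposed to compound for two days anaerobically before the ATP read; on the % scale 0 is the no-effect control and ±100 the full control effect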
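Each well holds 100 Giardia trophozoites and compound. After two days (48 hrs) at 37 deg C in anaerobic conditions, ATP is quantified by luminescence.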
FLuc counter: qHTS profiling assay for firefly luciferase inhibitor/activator using purifed enzyme and Km concentrations of substrates (counterscreen for miR-21 project) | Luciferin 4-monooxygenase (Photinus pyralis), P08659 | purified FLuc, Km substrates, luminescence inhibition | Potency, µM (doses to about 57.5 µM), for inactives: at the top dose activity change, negative = inhibition, hits mostly inhibitors | 6.9% of 360,000 active | AID 588342, 2011;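 further: potency means the concentration at half of the fitted maximal effect; plate controls were vehicle for no effect and reference inhibitor for full effect; nearly all actives have a fitted effect of over 55% in size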
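Biochemical qHTS of compounds, final roughly 60 µM downward over six points, against 10 nM purified firefly luciferase using Km concentrations of substrates (10 uM D-luciferin, 10 uM ATP) in Tris acetate pH 7.5 buffer; luminescence output.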
uPA surface inh: qHTS for Inhibitors of Cell Surface uPA Generation; cell surface uPA generation assay, qHTS; Potency, µM (top dose mostly 38.3 µM), without a hit: top-dose activity change, negative = inhibition, hits mostly inhibitors; 0.31% of 330,000 active; AID 540303, 2011; active means well fitted inhibition curve with a large enough effect; inconclusive means small, poorly fitted or top-dose-only effect; inactive means no such curve, though single readings can be large or run the other way; tested in mouse RAW 264.7 cells; further: potency means the concentration at half of the fitted maximal effect; on the % scale 0 is the no-effect control and ±100 the full control effect; nearly all actives have a fitted effect of over 55% in size
RORg inh: qHTS for inhibitors of ROR gamma transcriptional activity; Nuclear receptor ROR-gamma (Mus musculus), P51450; Potency, µM (titrated, usually from 53.6 µM), inactives show at the highest dose activity change, negative = inhibition, most hits filed as inhibitors; 5.4% of 310,000 active; Drosophila S2 Gal4-RORgamma UAS-luciferase reporter, 20 h; further: potency means the concentration at half of the fitted maximal effect; on the % scale 0 is the no-effect control and ±100 the full control effect; nearly all actives have a fitted effect of over 60% in size
Target sequence (P51450 whole entry, looked up, the tested form may be a part): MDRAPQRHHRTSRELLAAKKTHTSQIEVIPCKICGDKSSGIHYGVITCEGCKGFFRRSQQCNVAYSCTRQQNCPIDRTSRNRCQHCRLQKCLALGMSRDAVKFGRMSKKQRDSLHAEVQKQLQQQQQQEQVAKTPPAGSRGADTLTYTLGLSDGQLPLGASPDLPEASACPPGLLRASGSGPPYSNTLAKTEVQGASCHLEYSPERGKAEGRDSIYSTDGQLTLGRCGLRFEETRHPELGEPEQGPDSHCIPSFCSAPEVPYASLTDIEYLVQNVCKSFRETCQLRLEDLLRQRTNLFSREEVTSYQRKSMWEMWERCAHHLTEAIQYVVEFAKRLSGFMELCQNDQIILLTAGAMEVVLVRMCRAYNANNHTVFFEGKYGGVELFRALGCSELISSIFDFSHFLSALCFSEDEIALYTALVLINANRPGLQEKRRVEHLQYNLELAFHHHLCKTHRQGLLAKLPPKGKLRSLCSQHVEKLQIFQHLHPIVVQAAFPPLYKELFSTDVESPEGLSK
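Drosophila Schneider cells stably carrying a metallothionein-driven Gal4 DBD–ROR gamma fusion and a UAS-Photinus luciferase reporter were exposed to compound for 1 hr, then induced with copper sulfate (700 uM final) for 20 hr at ambient temperature before luminescence reading.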
NPC1 prom act: qHTS Assay for NPC1 Promoter Activators. AID 485313, 2010. Huh7 NPC1 promoter luciferase reporter, 24 h. 2.4% of 320,000 active. Potency, µM (doses to about 9.22 µM), inactives show at the top dose activation, most hits filed as activators;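 further: potency means the concentration at half of the fitted maximal effect; % of control where 0% means no effect; nearly all actives have a fitted effect of over 60% in size; reporter is driven by a mutant NPC1 promoter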
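NPC1 promoter–luciferase Huh7 cells; 24 h compound; luminescence.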
The depositor's hits bear a star; ? = inconclusive; . = not tested or not shown; [ ] = another dose, or the depositor's remark. Unless noted, the call rests on the fitted dose curve; in most records, active means well fitted curve in the direction sought with a large enough effect; inconclusive means small, poorly fitted or top-dose-only effect, or another doubt; inactive means no such curve, though single readings can be large; an effect the other way counts as inactive or inconclusive.

Molecule	Rab9 prom act	Gal4-VP16 FLuc	KCNH2 3.1 block	uPA surface inh	ELG1 genotoxic	Tb PFK block	FLuc counter	Giardia kill	RORg inh	NPC1 prom act	FBPA coupling cs
CC(C)(C)NC(=O)c1nn2c(C(F)(F)F)cc(-c3ccccc3)nc2c1Br	-1%	2%	8	4%	0%	-1%	-4%	3	-3%	-2%	-1
CCOC(=O)C1=C(Nc2cccc(Cl)c2)OCC1=O	13%	2%	-7	1%	1%	-2%	-1%	16	-6%	-4%	1
O=C(CN1CCN(c2ccccn2)CC1)NC1CCCC1	0%	-5%	-4	6%	-4%	-2%	2%	11	-7%	1%	3
N#CC1=C(C=Nc2ccccc2O)CCC1	-5%	9%	14	-5%	2%	4%	0%	7	-33%	2%	2
C/C(=N\NC(=S)NCc1ccccc1)c1ccc(Br)cc1	-8%	0.5µM*	2	-18%	-5%	4%	6%	8	0.28µM*	-4%	-4
CC(C)N1CCN(Cc2cccc(-c3ccco3)c2)CC1CCO (stereo not given)	-1%	-4%	-3	0%	-6%	1%	1%	-12	-3%	-6%	0
CC(=O)N(Cc1cc2cc(C)ccc2[nH]c1=O)c1cccc(C)c1C	5%	2%	-8	-6%	-1%	-1%	-1%	8	14%[1.91 µM]	-3%	3
O=C1CN(S(=O)(=O)c2ccccc2)CC(=O)N1CCc1ccccc1	0%[1.84 µM]	1%	1	-3%	1%	16%	2%	-13	-17%	0%	-1
COc1ccc(C2=NN(C(C)=O)C(c3cccs3)C2)cc1OC (stereo not given)	16%	1%	8	-12%	?	1%	-9%	?	-1%	8%	-2
COc1ccc(/C=N/N(CCC(=O)NC(C)(C)C)C2=NS(=O)(=O)c3ccccc32)cc1	-4%	-1%	3	1%	-6%	0%	1%	-8	-7%	1%	2
COC(=O)C1CC23C=CCN4CCC5(c6ccccc6NC15C2C)C43 (stereo not given)	-27%	-5%	-1	-3%	?	-20%	0%	-2	0%	-6%	-1
C/C=C(\C)C(=O)Nc1cccc(C2=NOC3(C2)C[C@H](C(N)=O)N(C(=O)c2cc([N+](=O)[O-])cc([N+](=O)[O-])c2)C3)c1 (stereo not given in full)	-6%	13%	5	3%	3%	-2%	1%	8	10%	-2%	-4
O=C(CSc1nc2ccsc2c(=O)n1Cc1ccc(C(=O)O)cc1)NCC1CCCO1 (stereo not given)	-9%	-12%	1	1%	-2%	0%	0%	0	-11%	-1%	4
COC(=O)c1sc(NC(=O)c2ccc(Cn3cc(Cl)cn3)o2)c(C#N)c1C	-1%	-7%	6	1%	-14%	0%	21µM*	-21	11%	1%	19
COCc1cc(C)nc(Nc2ccccc2C)c1C#N	.	-5%	.	.	.	.	-1%	-6	-6%	.	6
COc1ccc(N2CCN(C(=O)C(C)(C)Oc3ccc(Cl)cc3)CC2)cc1	-7%	-16%	-14	-18%	?	3%	0%	-4	29%	1%	-5
CC1(C)CC(=O)c2cc(C(=O)NCc3ccco3)c(=O)n(-c3ccc(Cl)cc3)c2C1	0%	-19%	-1	-2%	1%	4%	0%	4	45%	2%	7
COc1ccc(Br)cc1C1Nc2ccccc2C(=O)N1NC(=O)c1ccncc1 (stereo not given)	5%	-3%	-1	-11%	-8%	-2%	3%	3	17%	2%	2
O=C(O)c1ccccc1Nc1ccc([N+](=O)[O-])cc1	?	10%	2	-18%	-2%	6%	?	3	42%[10 µM]	19%	10
Cn1nc([N+](=O)[O-])nc1Sc1nnc(-c2ccccc2)o1	-15%	?	1	-13%	-2%	0%	8%	0	?	-12%	-8
O=C(CCC1CCCCC1)Nc1cc(Cl)ccc1N1CCOCC1	2%	.	-10	10%	-3%	0%	-6%	-2	.	-5%	.
CC1CN(CCc2ccccc2)c2nc3c(c(=O)n(CC(N)=O)c(=O)n3C)n2C1 (stereo not given)	0%	-3%	0	3%	1%	12%	1%	-9	-9%	0%	-6
CN(C(=O)CSc1nc2scc(-c3ccccc3)c2c(=O)[nH]1)c1ccccc1	.	.	13	0%	-4%	-7%	.	-1	.	.	.
COc1ccc(-c2ccc(SCC(=O)N3CCCC3)nn2)cc1OC	-3%	1%	15	.	-1%	-5%	?	14	18%	4%	4
CCOc1ccccc1NS(=O)(=O)c1ccc2oc(=O)ccc2c1	10%	4%	5	4%	0%	0%	-1%	-20	-5%	-1%	0
CCc1ccc(OCC2c3cc(OC)c(OC)cc3CCN2C(=S)NC)cc1 (stereo not given)	0%	6%	-9	1%	?	0%	5%	4	11µM*	-5%	-2
Cc1ccc(-c2nnn(CC(=O)N(CC(=O)NC3CCCC3)c3ccccc3F)n2)o1	0%	14%	-9	1%	-4%	1%	0%	5	3%	-4%	2
Cc1ccc(-c2ccc(/C=N/NC(N)=S)o2)cc1	?	2.5µM*	-4	-1%	12%	2%	6.7µM*	3	0.56µM*	?	-1
Cn1cc(Br)c(C(=O)NNC(=O)Cc2ccc(Cl)cc2)n1	10%	0%	0	3%	-2%	-7%	0%	4	-11%	-2%	1
Cc1ccc(/C=N/n2c(C)n[nH]c2=S)o1	-1%	1%	-5	-1%	2%	-5%	-2%	-11	-37%	-2%	3

Next section:
Molecule	Rab9 prom act	Gal4-VP16 FLuc	KCNH2 3.1 block	uPA surface inh	ELG1 genotoxic	Tb PFK block	FLuc counter	Giardia kill	RORg inh	NPC1 prom act	FBPA coupling cs
c1ccc2c(c1)nc(-c1ccncc1)n1nnnc21	1%	-13%	-1	-5%	-5%	0%	-16%	-22	17%	-3%	0
O=C(NC(=S)Nc1ccccc1N1CCN(C(=O)c2ccccc2)CC1)c1ccccc1F	-3%	?	.	-5%	-15%	0%	1%	-18	13µM*	-11%	.
Cn1cccc1C(=O)OCC(=O)NNC(=O)c1ccc([N+](=O)[O-])cc1	.	.	22	-4%	0%	?	.	3	.	.	.
Cc1cccc(N2CCN(C(=O)CCC(=O)N3Cc4ccccc4Oc4ncccc43)CC2)c1C	4%	0%	-2	-7%	-13%	1%	0%	?	42%	-6%	.
C[C@H](NC(=O)c1cc2c([nH]c3ccccc32)c(-c2ccccc2)n1)C(=O)O	-2%	-13%	8	-6%	0%	18%	-13%	0	7%	-6%	-6
COc1cccc(C(=O)Nc2nnc(-c3cccs3)s2)c1	3.2µM*	?	-5	-4%	0.82µM*	2%	1.9µM*	-5	?	?	-4
O=C(N[C@@H]1CCC(=O)N(CC[C@H](Oc2ccccc2)c2ccccc2)CC1)OCc1ccccc1	-2%	2%	-31	1%	-8%	1%	0%	-13	21%	-3%	0
COc1cc2c3c(c1OC)C1(C=CC(=NO)C=C1)CC3N(C(C)=O)CC2 (stereo not given)	-2%	-3%	-14	-5%	4%	4%	1%	25	2%	0%	-1
COc1cccc(/C=N/NC(=O)CNC(=O)COc2cccc(C)c2)c1O	-37%[inhibitor]	2.2µM*	-2	?	13%	-1%	-5%	18	0.28µM*	-42%[inhibitor]	7
Cc1ccc(NC(=O)COC(=O)CCc2ccccc2)cc1S(=O)(=O)N1CCOCC1	.	.	-15	12%	2%	1%	.	-17	.	.	.
CCOC(=O)c1ccc(-n2c(CN3CCN(CCO)CC3)nc3ccc([N+](=O)[O-])cc3c2=O)cc1	2%	-8%	3	5%	-4%	-12%	3%	-11	?	-2%	2
O=C(CSc1nc2[nH]ncc2c(=O)[nH]1)Nc1cccc([N+](=O)[O-])c1	-3%	.	9	-4%	-2%	0%	-17%	-27	.	-4%	.
O=C(Nc1ccc2c(c1)OCCO2)c1cccnc1Oc1ccccc1	-6%	-8%	13	-10%	3%	-2%	-5%	-10	7%	-2%	2

Source: PubChem (National Center for Advancing Translational Sciences (NCATS))
